Compound activity as filed in PubChem BioAssay.
APJ agonist: agonists of human apelin receptor APJ, primary screen, CHO-K1 cells, PathHunter beta-arrestin, luminescence; P35414; 0% DMSO wells, 100% apelin; activation, % at 20 µM; 0.11% of 330,000 active; AID 2520, 2010;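 active means activation more than six SD over the plate average, tested at 20 µM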;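 further: 0% = DMSO alone and 100% = apelin-13 at 10 nM; some results filed as inactive read as strong as hits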
Target sequence (P35414 whole entry, looked up): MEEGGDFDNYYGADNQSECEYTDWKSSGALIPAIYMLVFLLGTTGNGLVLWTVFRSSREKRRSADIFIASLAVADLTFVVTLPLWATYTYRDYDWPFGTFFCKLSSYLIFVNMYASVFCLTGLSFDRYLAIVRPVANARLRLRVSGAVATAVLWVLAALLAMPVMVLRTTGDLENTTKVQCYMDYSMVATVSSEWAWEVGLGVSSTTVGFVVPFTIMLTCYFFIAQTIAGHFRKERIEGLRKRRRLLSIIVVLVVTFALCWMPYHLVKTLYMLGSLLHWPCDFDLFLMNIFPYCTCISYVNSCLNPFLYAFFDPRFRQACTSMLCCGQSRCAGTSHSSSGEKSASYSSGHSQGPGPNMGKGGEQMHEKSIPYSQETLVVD
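system = engineered CHO-K1 APJ arrestin reporter cells | input = 1000 cells per well | timing = overnight seeding, 90 min compound at 25 °C, 1 h detection | measured by = enzyme-fragment complementation luminescence | read-out = beta-arrestin recruitment to APJ as agonist activity, luminescent signal | control set = negative DMSO alone, positive Apelin-13 at 10 nM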
tim10-1 inh: growth inhibitors of tim10-1 mutant yeast, primary screen, luminescence, uHTS. 2.2% of 330,000 active. inhibition, % at 20 µM. S. cerevisiae tim10-1 ts strain growth, BacTiter-Glo, 24 h;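 active means inhibition of at least 40%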;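 further: mutant grown at 25 °C; 0% = DMSO wells with yeast and 100% = wells holding no yeast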
NLRP3 yeast inh: NALP3 inflammasome inhibitors in reconstituted yeast, primary screen, luminescence, uHTS; AID 2825, 2010; Yeast reconstituted NLRP3/ASC/caspase-1, beta-gal luminescence, 24 h; 0.39% of 330,000 active; inhibition, % at 10 µM;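 active means inhibition of 50% or more; inactive means inhibition below 50%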;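 further: plate controls were induced DMSO wells for no effect and uninduced yeast grown without galactose for full effect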
GRIN3A LBD mod: binders of NR3A ligand-binding domain, primary screen, biophysical, differential scanning fluorimetry, uHTS | Glutamate receptor ionotropic, NMDA 3A (GRIN3A) ligand-binding domain | NR3A LBD differential scanning fluorimetry, Tm shift; 0% = protein alone, 100% = glycine-bound protein | Tm shift relative to glycine control, % at 25 µM | 2.5% of 340,000 active;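 active means melting temperature shift of at least 10% of the positive control shift, at one fixed dose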
APJ antagonist: antagonists of human apelin receptor APJ, primary screen, CHO-K1 cells, beta-arrestin complementation, luminescence. 0.32% of 330,000 active. inhibition, % at 20 µM;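 active means inhibition above about 40% at 20 µM, limit read from the data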;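 further: cells challenged with 10 nM apelin-13 agonist together with compound; plate controls were apelin-13 plus DMSO wells for no effect and DMSO wells lacking apelin-13 for full effect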
MIN6 prolif: inducers of MIN6 beta-cell proliferation, primary screen, ATP luminescence, uHTS; MIN6 cells proliferation, ATPlite luminescence, 48 h; cells starved in 0.2% serum; 100% = growth in 10% serum; 0.29% of 330,000 active; proliferation, % at 10 µM;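 active means compounds whose signal lies at least 3.5 SD above the mean of all wells on their plate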;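 further: 0% = DMSO-treated cells in low-serum medium and 100% = 10% serum control; some compounds called inactive have numbers as strong as hits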
TIM10 inh: growth inhibitors of isogenic TIM10 control yeast, primary screen, counter-screen for tim10-1 yeast inhibitor project, luminescence, uHTS. inhibition, % at 10 µM. S. cerevisiae TIM10 strain growth, BacTiter-Glo luminescence, 24 h. 1.4% of 330,000 active;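 active means inhibition of 40% or more at the single tested concentration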;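 further: wild-type TIM10 isogenic control strain grown at permissive 25 °C; 0% = DMSO yeast wells and 100% = minimal medium wells without yeast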
tim23-1 inh: growth inhibitors of tim23-1 mutant yeast, primary screen, luminescence, uHTS. 1.3% of 330,000 active. S. cerevisiae tim23-1 growth, BacTiter-Glo luminescence, 24 h. AID 463212, 2010. inhibition, % at 20 µM;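 active means growth inhibition of the mutant yeast at or above 50%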;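 further: temperature-sensitive mutant grown at 25 °C; plate controls were DMSO-treated mutant yeast for no effect and medium wells lacking yeast for full effect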
MPTP block: mitochondrial permeability transition pore inhibitors, primary screen, biochemical, isolated mouse mitochondria, absorbance; Ca2+ swelling absorbance, 30 min; inhibition, % at 10 µM; 1.4% of 360,000 active; AID 602449, 2012;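 active means inhibition of 50% or more, scaled per plate between neutral and stimulator controls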;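 further: 0% = DMSO wells given calcium and 100% = 1 mM EGTA wells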
The depositor's hits bear a star; . = no result given.

SMILES	APJ agonist	tim10-1 inh	NLRP3 yeast inh	GRIN3A LBD mod	APJ antagonist	MIN6 prolif	TIM10 inh	tim23-1 inh	MPTP block
Nc1nc2c(C(=O)N3CCOCC3)nnn2c2ccccc12	1	-34	17	1	2	0	-25	-2	-2.2
COc1cc(OC)cc(C(=O)NCCCN2CCOCC2)c1	-5	0	2	0	2	3	3	7	-2.4
Cn1nc(CC(=O)Nc2cccc3ncccc23)c2ccccc2c1=O	0	-4	-2	1	-9	0	6	5	86*
O=C(NC(=S)NN1CCCCC1c1cccnc1)c1ccc(Br)cc1 (stereo not drawn)	0	6	18	2	8	-1	20	31	8.0
COc1ccc(OC)c(/C=N/NC(=O)c2ccc[n+](CC(=O)c3ccccc3)c2)c1	0	12	16	-2	-2	-5	0	4	-3.1
O=C(CSc1nnc(Cc2ccccc2)o1)NCCN1C(=O)CSC1=O	-9	12	-5	1	0	-1	-14	-2	-0.2
CC(=O)c1cccc(N(CC(=O)Nc2ccc(F)cc2F)S(C)(=O)=O)c1	-5	1	7	-3	8	1	-10	-3	-0.2
CCC(C)(C)C1CCc2[nH]nc(C(=O)NCCCNC(=O)OC(C)(C)C)c2C1 (stereo not drawn)	4	-3	5	-1	6	-7	17	17	-0.9
Cn1ccnc1C(=O)c1cc(SCC(=O)N2CCOCC2)nc2ccccc12	-2	4	-14	1	-2	-2	-9	9	-1.0
COc1ccccc1CCNC(=O)CCNS(=O)(=O)c1ccc(NC(C)=O)cc1	-5	20	5	2	-9	3	12	8	-0.5
O=C(CCC(=O)Nc1ccc(Cl)cc1Cl)N/N=C/c1ccc([N+](=O)[O-])o1	-2	64*	15	-4	-33	-5	45*	92*	1.9
CCN(CCn1cccn1)C(=O)c1ccc(OC2CCN(C(=O)COC)CC2)cc1	6	-6	1	0	4	0	-2	4	-0.2

MPTP block: entries above that show a hit
| compound | NLRP3 yeast inh | GRIN3A LBD mod | APJ antagonist | MPTP block |
| --- | --- | --- | --- | --- |
| Cn1nc(CC(=O)Nc2cccc3ncccc23)c2ccccc2c1=O | -2 | 1 | -9 | 86* |

Next section.
SMILES	APJ agonist	tim10-1 inh	NLRP3 yeast inh	GRIN3A LBD mod	APJ antagonist	MIN6 prolif	TIM10 inh	tim23-1 inh	MPTP block
CCCNC(=O)c1c(CSc2ccccc2)noc1C(=O)NCc1ccccc1	-2	36	18	-15	6	-6	17	30	0.9
CC(C)c1ccc(S(=O)(=O)N2CCN(C(=O)C3=COCCO3)CC2)cc1	-3	5	38	2	-6	2	97*	10	-2.4
CC(=O)c1cccc(NC(=O)CCNS(=O)(=O)c2cccc(C(C)=O)c2)c1	-3	4	12	0	-8	4	6	2	-0.5
COCCNC(=O)C1CCCN(S(=O)(=O)c2cccc3nsnc23)C1 (stereo not drawn)	1	-3	10	-2	5	-2	7	3	-1.2
Cc1cc(C)n(-c2ccc(NC(=O)C3CCCCN3C(=O)c3ccoc3C)cc2)n1 (stereo not drawn)	-5	10	2	2	8	5	4	12	-0.4
CC(=O)c1cccc(OCc2cc(C(=O)N(C)Cc3ccc(C)o3)no2)c1	-5	6	23	1	-4	-1	-2	14	-2.3
Nc1cc(=O)nc(SCC(=O)N2CCN(c3ccccc3)CC2)n1-c1ccc(F)cc1	-4	-5	18	2	17	-4	0	0	-0.1
CCOC(=O)/C=C1\SCC(=O)N1CC(=O)NCCOC	-3	-1	13	0	5	3	1	8	1.0
Oc1ccccc1C=Nc1cccc2ccccc12	8	10	6	-2	-40	-3	1	12	0.0
COc1ccc(S(=O)(=O)NCC2CCCN(Cc3ccccc3C)C2)cc1 (stereo not drawn)	-3	-27	20	-3	1	-2	-12	3	1.0
Cc1cc(C)c(NC(=O)Cn2nnc(C(=O)Nc3ccc(F)cc3F)c2N)c(C)c1	-1	9	7	1	-4	-6	-10	-3	-2.3
O=C(Oc1cccc2ccccc12)c1ccncc1	2	18	6	0	-9	-3	5	26	1.2
COc1cccc(C(=O)N(Cc2cc3cc(C)ccc3[nH]c2=O)C(C)C)c1	-1	4	9	4	18	-3	3	10	-0.5
COC(=O)[C@H](CC(C)C)NC(=O)N1CCN(c2cccc(C(F)(F)F)c2)CC1	-3	0	11	1	10	-5	-9	16	-0.4
c1ccc2c(SCc3cn4cccnc4n3)ncnc2c1	-2	0	5	0	19	-3	3	-8	-1.0
C/C(=N\NC(=O)c1ccccc1OCCOc1ccccc1)c1ccccc1F	-2	10	11	-16	20	-6	3	53*	0.7
CCCCn1c(-c2cccs2)nc2nc3ccccc3nc21	1	51*	12	4	16	-1	31	52*	4.7
S=c1[nH]nc(-c2ccccc2Cl)n1/N=C/C=C/c1ccco1	-1	16	11	1	-5	0	-1	23	2.8
O=C1NC(Cc2ccccc2)c2nc3ccc(Cl)cc3c(=O)n2-c2ccc(Cl)cc21 (stereo not drawn)	-3	23	2	.	10	4	14	16	.
CCOC(=O)c1sc(NC(=O)c2ccccc2C(=O)O)c(C(=O)OCC)c1C	-7	-28	12	0	9	1	0	10	2.4
COc1ccc(CNC(=O)COc2ccc(S(=O)(=O)N3CCCCC3)cc2)cc1	1	23	3	-2	6	1	1	13	-0.9
Cc1ccc(CN2CCN(CC(=O)N3CCC(C(N)=O)CC3)C2=O)cc1	1	8	23	0	-29	-1	0	8	0.8
COc1ccc(CCNC(=O)CN2C(=O)c3ccccc3S2(=O)=O)cc1OC	1	-6	6	0	11	0	-5	1	-0.5
O=C(N/N=C/c1ccc(Cl)c([N+](=O)[O-])c1)c1cc(-c2ccc3c4c(cccc24)CC3)n[nH]1	3	24	5	-2	-10	-6	32	23	2.1
CC1CN(c2nc3c(c(=O)n(Cc4ccc(Cl)c(Cl)c4)c(=O)n3C)n2C)CC(C)O1 (stereo not drawn)	-2	49*	7	-1	-17	-4	45*	39	0.9
CC(C)(C)C1CCC(=NNC(=O)c2ccccc2-n2cccc2)CC1 (stereo not drawn)	-2	13	-9	2	4	1	7	4	12
O=c1c2ccccc2c(=O)n2n1Cc1ccccc1C2	-3	-5	31	0	-18	-2	-2	-4	1.1
COc1ccc(C(C)(C)C)cc1NC(=O)COC(=O)CSCc1c(C)noc1C	-5	16	12	-1	-13	-3	-1	15	1.1
COc1ccc([N+](=O)[O-])cc1/C=N/NC(=O)CNC(=O)C(c1ccccc1)c1ccccc1	-2	6	3	-9	5	-2	6	4	1.4
COC(=O)C1=C(C(=O)OC)[C@@H]2Nc3ccccc3[C@@]23C[C@@H](C(=O)OC)N(C(C)=O)C3=N1	5	13	7	2	3	-4	12	22	-0.4
Cc1c(/C=N/NC(N)=O)c2ccccn2c1C(=O)c1ccncc1	-1	9	0	0	13	3	-8	13	1.0
CCCOc1ccc(N/C=C/C(=O)c2ccc(OC)c(OC)c2)cc1	-3	5	15	0	11	-2	11	7	0.8
O=C(N/N=C/c1ccco1)c1ccccc1OCc1ccccc1Cl	-3	44*	9	-5	9	-1	42*	51*	4.7
Nc1nc(-c2ccc(Br)cc2)cs1	1	56*	31	-2	-7	1	32	44	-3.7
CC1CN(C(=O)CCC(=O)NC(C)c2ccccc2)c2cc(Cl)ccc2O1 (stereo not drawn)	0	40	12	0	5	0	14	40	-4.3
CC1(C)CC2CC(C)(CN2S(=O)(=O)c2cccc(C(=O)OCC(=O)NC(N)=O)c2)C1 (stereo not drawn)	6	10	6	-1	6	-1	1	19	-1.7
CC(=O)N(c1cccc(Br)c1)c1nc(C)cc(C)c1C#N	-2	-3	6	0	-6	2	2	14	1.6
Cn1c(SCC(=O)NCCc2ccccc2)nc2c([nH]c3ccccc32)c1=O	-2	7	12	-2	-15	-5	-9	4	3.1
COc1ccc(C(=O)CCC(=O)Nc2cccnc2)cc1	-3	-4	19	0	-10	3	-2	8	0.0
CCOC(=O)C1=C(COC(=O)c2cc(Br)c(Br)s2)NC(=O)NC1C (stereo not drawn)	14	20	11	1	-12	1	14	21	-1.6
CCOC(=O)N1CCN(S(=O)(=O)N2CCCC(C(=O)NC(C)c3ccccc3)C2)CC1 (stereo not drawn)	-3	-3	-2	0	-6	-1	10	4	-1.5
CN(c1ccccc1)S(=O)(=O)c1cccc(NC(=O)Nc2ccc(Cl)cc2C#N)c1	5	10	15	-3	-6	-2	-3	4	71*
O=[N+]([O-])c1cnccc1Nc1ccc(Cl)cc1	-1	3	13	-4	11	2	3	0	3.9
Cc1ccc(NC(=S)Nc2ccc3[nH]c(=O)[nH]c3c2)cc1	-1	-7	16	-7	-10	-1	-1	6	0.3
CC(c1ccccc1)C1CC(=O)N(Cc2ccccc2)C1=O (stereo not drawn)	-4	22	48	-9	7	1	19	-6	-0.9
CCn1c(SCC(=O)Nc2oc(-c3ccccc3)c(-c3ccccc3)c2C#N)nnc1-c1ccco1	-1	5	16	0	-8	-5	7	13	-0.5
CCOC(=O)CSc1ccc(C(=O)NCCN2CCOCC2)cc1[N+](=O)[O-]	0	5	8	1	7	0	-11	-3	0.0
O=C(Cn1cnc2ccccc2c1=O)Nc1cccc(-c2nnc3n2CCCCC3)c1	-2	-9	9	-2	13	2	5	-8	0.1
NNC(=O)/C=C/c1ccc(Cl)cc1Cl	3	6	4	-1	-6	-1	0	19	1.7
